# High-throughput results: PubChem, Sanford-Burnham Center for Chemical Genomics
# APJ antagonist – antagonists of human APJ apelin receptor | P35414 | CHO-K1 APJ beta-arrestin complementation, luminescence | inhibition, % at 20 µM | actives 0.32% (n = 330,000) | AID 2521;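 active = inhibition above about 40% at 20 µM, limit read from the data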;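 note: cells challenged with 10 nM apelin-13 agonist together with compound; plate controls were apelin-13 plus DMSO wells for no effect and DMSO wells lacking apelin-13 for full effect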
# UBC13 inh – blocks human UBC13 polyubiquitin chain formation. TR-FRET. inhibition, % at 20 µM. actives 0.47% (n = 330,000); in the data active = inhibition above about 45%, passing the limit was not always enough
# Target sequence (P61088 whole entry, looked up): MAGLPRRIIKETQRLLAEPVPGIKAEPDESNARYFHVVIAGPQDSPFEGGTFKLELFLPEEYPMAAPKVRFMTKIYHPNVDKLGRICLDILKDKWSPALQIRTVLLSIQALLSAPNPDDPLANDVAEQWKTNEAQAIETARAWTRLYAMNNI
# ATG4B inh – ATG4B (human) cysteine protease inhibition; ATG4B cleavage of LC3-PLA2, NBD-HPC fluorescence, 1 h; AID 504462; Q9Y4P1; inhibition, % at 8.33 µM; actives 0.51% (n = 340,000); in the data active = inhibition above about 40%
# Target sequence (Q9Y4P1 whole entry, looked up): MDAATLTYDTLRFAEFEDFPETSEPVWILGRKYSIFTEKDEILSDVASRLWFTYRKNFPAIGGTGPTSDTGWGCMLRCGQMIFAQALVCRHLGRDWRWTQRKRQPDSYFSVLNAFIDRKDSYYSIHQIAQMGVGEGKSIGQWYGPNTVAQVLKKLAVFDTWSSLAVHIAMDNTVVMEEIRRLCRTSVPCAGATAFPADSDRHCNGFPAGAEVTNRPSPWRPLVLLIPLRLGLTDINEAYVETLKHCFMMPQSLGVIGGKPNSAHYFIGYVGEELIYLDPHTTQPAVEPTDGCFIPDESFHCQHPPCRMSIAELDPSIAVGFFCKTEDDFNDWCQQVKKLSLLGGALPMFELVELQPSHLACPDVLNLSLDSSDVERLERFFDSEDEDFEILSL
# EBI2 block – EBI2 (human) antagonism | P32249 | EBI2 beta-arrestin recruitment, luminescence, 7a,25-OHC stimulated | inhibition, % at 5 µM | actives 0.81% (n = 360,000) | AID 651636; in the data active = inhibition above about 38%;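 note: enzyme fragment complementation signal reports receptor beta-arrestin coupling in cells; 0% = agonist plus DMSO wells and 100% = wells without agonist; some results beyond the cut were filed as inactive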
# APJ ag – activates the human apelin receptor APJ; P35414; CHO-K1 APJ PathHunter beta-arrestin, luminescence; 0% DMSO wells, 100% apelin; activation, % at 20 µM; actives 0.11% (n = 330,000); AID 2520;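 active = activation more than six SD over the plate average, tested at 20 µM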;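 note: 0% = DMSO alone and 100% = apelin-13 at 10 nM; some results filed as inactive read as strong as hits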
#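 Incubation: overnight seeding, 90 min compound at 25 °C, 1 h detection; test system: PathHunter CHO-K1 APJ (AGTRL-1) beta-arrestin reporter cells; amount: 1000 cells/well; doses: one dose, 20 µM compound, 1% DMSO; measured by: beta-gal luminescence; measure: agonist-driven arrestin binding to APJ; benchmarks: negative DMSO alone, positive Apelin-13 at 10 nM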
# Gli-Sufu block – blocks Gli-Sufu signaling in a luciferase reporter | inhibition, % at 5 µM | AID 588413 | actives 0.74% (n = 340,000) | Sufu-KO-LIGHT fibroblasts, Gli luciferase reporter luminescence;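 active = inhibition above about 55%, limit read from the data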;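 note: 0% = DMSO-treated cells and 100% = wells with medium but no cells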
# CXCR6 block – inhibitors of human CXCR6 receptor | CHO-K1 PathHunter CXCR6 beta-arrestin, luminescence | inhibition, % at 20 µM | actives 0.36% (n = 360,000) | AID 602244; in the data active = inhibition above about 34%, passing the limit was not always enough;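 note: antagonist mode with CXCL16 agonist at 10 nM final; 0% = 10 nM CXCL16 with DMSO and 100% = unstimulated wells without agonist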
# Target sequence (O00574 whole entry, looked up): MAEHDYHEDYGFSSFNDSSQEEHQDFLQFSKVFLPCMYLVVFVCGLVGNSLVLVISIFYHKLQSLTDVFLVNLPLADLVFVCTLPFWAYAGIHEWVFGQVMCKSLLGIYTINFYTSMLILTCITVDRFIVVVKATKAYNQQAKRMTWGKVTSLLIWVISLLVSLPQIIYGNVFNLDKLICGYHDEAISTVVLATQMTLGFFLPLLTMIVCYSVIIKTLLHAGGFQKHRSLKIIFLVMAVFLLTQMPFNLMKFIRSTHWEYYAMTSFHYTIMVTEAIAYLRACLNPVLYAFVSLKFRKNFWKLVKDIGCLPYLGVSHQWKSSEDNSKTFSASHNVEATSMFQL
# CCR6 antagonist – antagonists of human CCR6 receptor; AID 493098; CHO-K1 CCR6 PathHunter beta-arrestin, luminescence, CCL20-stimulated; actives 0.49% (n = 340,000); inhibition, % at 20 µM;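 active = compounds whose inhibition of the agonist-driven luminescence signal at 20 µM reaches about 50%, limit read from the data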;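 note: cells stimulated with CCL20 at 14 nM final; plate controls were DMSO with CCL20 for no effect and DMSO without agonist for full effect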
# Starred values were filed as active, the others as inactive; x = no result given.
Structure,APJ antagonist,UBC13 inh,ATG4B inh,EBI2 block,APJ ag,Gli-Sufu block,CXCR6 block,CCR6 antagonist
COc1ccc(CNC(=O)c2c(O)c3ccccc3n(C)c2=O)cc1,6,26,-2,-16,-2,-14,8,7
COc1cc(/C=N/NC(=S)NCCN2CCOCC2)cc(OC)c1O,3,0,-2,-11,0,12,-3,-3
O=C1CC(c2cccnc2)c2cc3c(cc2N1)OCCO3 (stereo unspecified),8,-3,-5,1,-1,0,-7,-10
COc1ccc(/C=N/N2CCOCC2)cc1COc1ccc(Cl)cc1,4,6,-4,-2,-2,-23,4,10
O=C(CSc1ncccn1)Nc1ccccc1,18,-5,-15,9,-5,-4,-9,-16
CCOc1ccccc1N1CCN(Cc2ccc(OC)c(OC)c2)CC1,-15,1,-7,0,-3,15,0,-13
CCc1nnc(NC(=O)[C@@H](NC(=O)c2cccc(C)c2)C(C)C)s1,-2,-15,-10,2,-3,-5,13,-2
CC[C@]1(C(=O)OC)[C@H]2C(=O)N(C)C(=O)[C@H]2[C@H]2CN=C(SCc3ccc(OC)cc3)N21,x,x,-2,-2,x,-23,9,6
CN(CCC1CCCCO1)Cc1cn(C)nc1-c1ccc2c(c1)OCCO2 (stereo unspecified),3,2,-14,0,-2,7,2,8
O=[N+]([O-])/C(=C\Nc1ccccc1Cl)S(=O)(=O)c1ccccc1,3,-3,x,-15,-4,x,2,x
O=C(C[C@H]1C[C@H](C(=O)N2CCOCC2)[C@@]2(CCC3CCCC3)c3[nH]c4ccc(Cl)cc4c3CCN2C1=O)NCC12CC3CC(CC(C3)C1)C2,x,x,-2,15,x,5,3,6
O=C(CC1C(=O)NCCN1C(=O)c1ccc([N+](=O)[O-])cc1)Nc1cccc(Cl)c1 (stereo unspecified),-48,-4,5,-8,13,5,-10,-19
Cc1noc(C)c1CC(=O)N1CCCC(C(=O)c2ccc(C(C)(C)C)cc2)C1 (stereo unspecified),-3,10,-11,5,-3,-9,-16,18
C=CCN1C(=O)C(CCCC)NC1=S (stereo unspecified),0,7,5,-15,-5,-5,-1,16
CCOC(=O)N1CCN(C(=O)c2ccc3nc(N4CCCCC4)sc3c2)CC1,9,1,4,-6,-5,-10,-1,-2
COCCNC(=O)[C@@H]1CSC2c3ccccc3C(=O)N21 (stereo partly specified),18,-1,-2,-18,0,-14,1,8
N/C(=N\OC(=O)CCCOc1ccc(Cl)cc1Cl)c1ccccn1,-12,-8,11,0,-1,-4,-6,6
ONC(=NCc1ccccc1)c1ccccc1,x,x,1,-6,x,5,-6,-9
Cc1occc1C(=O)Nc1ccc(S(N)(=O)=O)cc1,-4,-5,-12,-8,1,-8,-5,1
CCOc1ccc(S(=O)(=O)N2CCNC(=O)C2)cc1,4,2,7,2,2,-1,1,15
CC(NC(=O)c1ccc2c(c1)OCO2)c1ccccc1 (stereo unspecified),-21,-2,-7,-13,0,22,-5,0
Fc1ccc(Nc2nc(-c3ccncc3)nc3ccccc23)cc1F,2,2,1,28,0,15,2,-8
COCCNC(=O)c1c(N)n(CCC2=CCCCC2)c2nc3ccccc3nc12,29,-12,-8,-11,-8,-5,2,-4
N#CC1(NC(=O)Cn2cc(C(F)(F)F)ccc2=O)CCCC1,6,-6,0,1,4,-2,-1,1
O=C(NNC(=S)Nc1ccccc1Cl)C1CC1,16,5,-4,-6,-3,4,2,14
Cn1cc(CC(=O)NCCCN2CCOCC2)c2ccccc21,10,-17,3,-4,1,-4,-2,14
Cc1ccc(NC2(C(N)=O)CCCC2)cc1,x,x,2,-13,x,6,-7,1
COc1ccc(F)cc1S(=O)(=O)NCCCn1ccnc1,-25,1,3,5,2,10,10,7
O=C(Nc1ccc(Cl)cc1)C(c1ccccc1)N(CCO)CCO (stereo unspecified),8,6,0,-26,-2,-3,-3,4
CN(c1ccccc1)P(=O)(N(C)c1ccccc1)N(C)c1ccccc1,-12,5,-5,11,-2,17,16,14
CCOC(=O)C1CCCN(C(=O)C2CCN(S(=O)(=O)CC)CC2)C1 (stereo unspecified),6,-6,9,0,-1,6,3,-9
NC(=O)C1CCN(CC(O)COCc2ccccc2Cl)CC1 (stereo unspecified),-1,-1,0,2,1,-8,-3,21
Cc1nc(NC(=O)c2cccs2)ccc1Br,5,6,3,-1,-3,-85,11,10
Cc1nnc(SCC(=O)N2CCc3ccccc3C2)s1,16,6,-14,-10,5,-7,-3,-6
Cc1ccccc1OCC(=O)Nc1nnc(S(=O)(=O)N2CCCC2)s1,-25,-16,11,-5,0,-6,4,7
Cc1ccc(-c2ccc(/C=C(\C#N)C(N)=S)o2)c([N+](=O)[O-])c1,-61,25,-3,16,1,6,12,12
COc1ccccc1C(=O)Nc1cccc(S(=O)(=O)N2CCCC2)c1,-8,10,-10,-3,-2,-19,5,17
CC1CCC(NC(=O)CC(C)(C)Cc2nc3ccccc3c(=O)[nH]2)CC1 (stereo unspecified),16,1,-23,6,-5,-4,-6,6
C=CCNC(=S)Nc1ccc(C(N)=O)cc1,-2,8,1,3,-3,10,-4,10
CCCCCCCCNc1nc(Cl)nc(NCCN2CCOCC2)n1,0,-2,-2,0,-3,13,-12,-5
COc1cccc(OCC(=O)Nc2cc(NC(=O)COc3cccc(OC)c3)cc(C(=O)O)c2)c1,13,-12,-11,1,-1,2,7,7
O=C(NCc1ccncc1)c1ccc(Br)o1,-20,-4,0,6,-5,-4,9,8
Cc1ccc(S(=O)(=O)NCCC(=O)NCc2cccnc2)cc1,14,-2,-7,-8,1,4,-4,-7
COc1ccc(NC(=O)c2cc(-c3cccnc3)nc3ccc(C)cc23)cc1OC,x,x,1,0,x,9,-6,-3
COc1ccc2nc(SCC(=O)N3CCCCCC3)c(C#N)cc2c1,9,3,-11,8,0,-11,-11,13
c1ccc(Oc2cnc3ccccc3n2)cc1,17,7,-9,-5,-3,-8,4,-1
Cc1noc(C)c1S(=O)(=O)N1CCC(C(=O)Nc2ccccn2)CC1,5,7,-3,-11,1,-6,2,-4
Cc1c(C(=O)NN)nn(-c2ccc(F)cc2)c(=O)c1C#N,6,-6,7,8,2,15,-3,3
Cc1nc2sc3c(c2c(=O)o1)CCCC3,16,2,-7,-4,-7,2,8,-16
Brc1cccc(-c2nnc3sc(CNC4CCCC4)cn23)c1,6,9,-2,-3,0,22,-2,6

# Continuation.
Structure,APJ antagonist,UBC13 inh,ATG4B inh,EBI2 block,APJ ag,Gli-Sufu block,CXCR6 block,CCR6 antagonist
CC(=O)Nc1cccc(NC(=O)CSc2nc(=O)n(Cc3ccccn3)c3c2CCC3)c1,5,-5,-5,7,-6,-6,6,-6
CSc1sc(-c2ccnc(SCC(=O)C(C)(C)C)n2)c2c1C(=O)CC(C)(C)C2,10,22,-1,7,-5,13,18,16
Cc1ccc(CCN2CC(C(=O)NCCCN3CCCCC3)CC2=O)cc1 (stereo unspecified),-2,-2,-4,-2,5,-30,-4,-8
Brc1ccc2ncnc(Nc3cccc4ccccc34)c2c1,-9,-3,-28,7,-1,14,-7,-3
Cc1cc(C(F)(F)F)n2ncc(C(=O)O)c2n1,-52,0,6,3,-1,1,2,14
CCN(C(=O)CN1C(=O)NC(c2ccccc2)(c2ccc(C)c(C)c2)C1=O)C1CCCCC1 (stereo unspecified),-1,-6,-50,-4,-5,-2,14,8
COc1cc(C(=S)N2CCOCC2)cc(OC)c1OC(=O)c1cccc(C)c1,12,10,-8,-5,2,-8,4,20
C[C@@H]1CC=C[C@H]2[C@H]1C(=O)N(Cc1ccccc1)[C@H]2c1ccc(-c2cc3ccccc3s2)cc1F,0,26,0,1,4,-42,7,-1
COc1ccccc1C(=O)N=c1sc2c(C)ccc(OC)c2n1C,1,48*,-1,19,-3,-44,-2,6
CCCS(=O)(=O)C/C(N)=N/OC(=O)c1ccc(Cl)cc1,-7,-3,-1,7,8,-26,-2,-12
CC1Cn2c(nnc2-c2cccs2)S1 (stereo unspecified),8,3,-14,-5,-3,-5,-1,2
CCC(CC)c1nnc(NC(=O)Cc2cccs2)s1,-9,5,-1,-7,-1,-4,-8,-3
COc1ccc(C2(C)NC(=O)N(CC(=O)Nc3cccnc3Cl)C2=O)cc1 (stereo unspecified),16,8,0,-4,0,-15,-2,3
CN(C(=O)OC(C)(C)C)[C@H](Cc1ccccc1)C(=O)N[C@H]1CCCCNC1=O,x,x,-8,-7,x,4,-4,13
COCCNc1nc(-c2ccccc2)nc2c1oc1ccccc12,14,7,11,-1,-4,0,-3,10
NS(=O)(=O)c1ccc(CNS(=O)(=O)c2cccc3nonc23)cc1,12,-9,16,-3,2,2,3,10
COc1ccc(NC(=O)NCc2ccc3c(c2)OCO3)cc1,-20,0,-6,5,-3,15,-9,15
O=C(NC1CC2CCCC(C1)N2Cc1ccccc1)c1ccc([N+](=O)[O-])cc1 (stereo unspecified),0,4,5,6,-2,17,5,1
CC(=O)Nc1ccc(NC(=O)C(C)n2nc([N+](=O)[O-])c(Br)c2C)cc1 (stereo unspecified),25,1,-17,9,-1,6,8,14
CCCCN(C)c1nc(-c2ccco2)c2c(c1C#N)CC(C)(C)OC2,-1,-2,5,6,-5,6,0,24
C=C1c2ccccc2O[C@H](C(=O)OCC)[C@@H]1C1CCCCC1,x,x,4,-7,x,3,-4,31
CC(C)C1Cc2nc(Cl)c(C#N)cc2CO1 (stereo unspecified),1,-1,-3,5,-3,6,-11,2
Cc1cc(Cl)ccc1OCC(=O)N(Cc1ccco1)c1c(N)n(Cc2ccccc2)c(=O)[nH]c1=O,x,x,1,5,x,4,6,3
O=C(NCC(c1ccco1)N1CCCCC1)c1cnc(Cl)c(Cl)c1 (stereo unspecified),-3,15,-4,8,-1,1,9,8
CCCCN1C(=O)c2ccc(C(=O)Nc3ccccc3N3CCOCC3)cc2C1=O,-7,-16,-1,-1,0,-3,-4,-7
CC1CCCN(C(=O)C(C)Sc2nc(-c3ccccc3)cc(C(F)(F)F)n2)C1 (stereo unspecified),-6,-4,9,5,0,16,11,15
COc1ccccc1N1CCN(C(=O)CCCCn2c(=O)[nH]c3ccsc3c2=O)CC1,12,0,-4,7,-3,-30,2,10
CCOC(=O)c1sc(NC(=O)c2ccco2)nc1C,4,11,3,-6,-1,-9,10,6
CC1CCC(NC(=O)C2CCN(c3nc4ccccc4s3)CC2)CC1 (stereo unspecified),4,-2,3,3,5,-1,-4,-10
COC(=O)c1cc(S(=O)(=O)NCc2cc(OC)c(OC)c(OC)c2)cn1C,10,6,-2,0,-1,3,2,2
c1ccc(Cc2noc(CN3CCCC(CN4CCOCC4)C3)n2)cc1 (stereo unspecified),1,8,4,-8,-1,-7,-8,4
CC(C)N1CCC(N2CCN(Cc3ccc(Oc4ncccn4)cc3)CC2CCO)CC1 (stereo unspecified),-4,6,4,2,-1,-2,-3,2
O=c1[nH]c(SCc2cccc([N+](=O)[O-])c2)nc2[nH]ncc12,14,11,1,-5,-3,5,4,8
O=C1CCCC2=C1C(c1cccc(O)c1)C1=C(N2)c2ccccc2C1=O (stereo unspecified),36,-171,0,4,-3,-21,25,30
Cc1nn(CC(=O)NCc2ccccc2)c(=O)c2ccccc12,9,0,-8,-4,-4,2,0,1
CCN(C(=O)c1cc(S(=O)(=O)N2CCCC2)ccc1C)C1CCS(=O)(=O)C1 (stereo unspecified),3,-28,2,2,-1,3,3,19
